Vif imaging: HIV Vif self-association inhibitors, primary screen, imaging, HEK293T, single point | HEK293T cells, Vif self-association by quenched fluorescence, 24 h | inhibition, % at 7.49 µM | actives 0.35% (n = 340,000) | AID 602346, 2012; in the data active = inhibition above about 50%, passing the limit was not always enough; also: some results filed as inactive read as strong as hits
TRAIL sens C8: viability loss with TRAIL in NB7+C8 cells, primary screen, TRAIL sensitizer project, cell-based, ATPlite luminescence | inhibition (viability loss, TRAIL sensitization), % at 10 µM | actives 1% (n = 360,000);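 active = compounds causing at least 50% loss of cell viability in the single-dose screen, relative to plate controls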
SRC3 inh: SRC3 coactivator transcriptional activity inhibitors, primary screen, cell-based, luminescence; Nuclear receptor coactivator 3 (Homo sapiens), Q9Y6Q9; HEK293 GAL4-SRC3 luciferase reporter; inhibition, % at 3.6 µM; actives 0.17% (n = 360,000); AID 588352, 2011;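 active = inhibition above a per-campaign cutoff, the mean of all compounds plus 3 SD, cut at about 60% in these data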;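 also: 0% = DMSO-treated cells and 100% = gossypol-treated cells at 36 µM; higher means less SRC3-driven luciferase light from the GAL4 reporter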
COUP-TFII inh: NR2F2 transcriptional activity inhibitors, primary screen, cell-based, luciferase reporter, HEK293T, luminescence. COUP transcription factor 2 (Homo sapiens), P24468. HEK293T NGFI-A luciferase reporter. inhibition, % at 8.6 µM. actives 0.7% (n = 370,000). AID 686940, 2013;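 active = inhibition above a per-plate cutoff, mean inhibition of test wells between control levels plus 3 SD, cut at about 38% in these data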;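 also: cells cotransfected with COUP-TFII expression vector driving the NGFI-A reporter; 0% = median of COUP-TF2 test wells and 100% = reporter-only cells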
Target sequence (P24468 whole entry, looked up): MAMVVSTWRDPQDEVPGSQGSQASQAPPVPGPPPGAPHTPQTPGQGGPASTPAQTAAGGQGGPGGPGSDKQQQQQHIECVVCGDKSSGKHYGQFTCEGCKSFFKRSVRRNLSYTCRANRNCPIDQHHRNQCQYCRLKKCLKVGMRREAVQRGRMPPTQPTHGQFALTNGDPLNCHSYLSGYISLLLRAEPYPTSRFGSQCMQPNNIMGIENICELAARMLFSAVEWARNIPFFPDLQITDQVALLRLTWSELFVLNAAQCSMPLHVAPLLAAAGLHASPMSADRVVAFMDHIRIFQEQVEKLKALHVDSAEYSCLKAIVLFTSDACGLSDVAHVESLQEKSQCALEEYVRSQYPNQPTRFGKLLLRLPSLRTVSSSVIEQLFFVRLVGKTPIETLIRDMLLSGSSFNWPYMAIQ
LRH-1 inv ag: LRH-1 (NR5A2) inverse agonists, primary screen, cell-based, luminescence, HEK293T, StAR-luciferase reporter; AID 602396, 2012; actives 0.13% (n = 360,000); inhibition, % at 3.6 µM; LRH-1 transfected, 24 h;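 active = inhibition above the mean inhibition of all tested compounds plus 3 SD, cut at about 73% in these data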;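 also: 0% = DMSO wells and 100% = reporter-only cells lacking LRH-1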
EBV LMP1 NFkB: EBV LMP1-driven NF-kappaB luciferase reporter inhibitors, primary screen, cell-based, luminescence, single point; LMP1-induced NF-kappaB luciferase reporter cells; inhibition, % at 12.5 µM; actives 0.69% (n = 350,000); in the data active = inhibition above about 41%;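 also: 0% = neutral control wells and 100% = reference inhibitor control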
SRC2 inh: inhibition of GAL4-SRC2 driven luciferase reporter, primary screen, SRC2 inhibitor project, cell-based, luminescence. inhibition, % at 9 µM. actives 0.17% (n = 370,000). HEK293 GAL4-SRC2 luciferase reporter. AID 651957, 2012;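 active = inhibition above the mean inhibition of all tested compounds plus 3 SD, set per campaign, cut at about 52% in these data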;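 also: 0% = DMSO treated cells and 100% = cells given Gossypol at 36 µM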
NOD2-RIPK2 inh: NOD2-RIPK2 binding disruptors in cells, primary screen, fluorescence, CHO cells, BLA complementation; Receptor-interacting serine/threonine-protein kinase 2 (Homo sapiens), O43353; CCF4 ratio; inhibition, % at 4.98 µM; actives 0.38% (n = 360,000); in the data active = inhibition above about 21%;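 also: 0% = vehicle only and 100% = reference blocker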
Target sequence (O43353 whole entry, looked up): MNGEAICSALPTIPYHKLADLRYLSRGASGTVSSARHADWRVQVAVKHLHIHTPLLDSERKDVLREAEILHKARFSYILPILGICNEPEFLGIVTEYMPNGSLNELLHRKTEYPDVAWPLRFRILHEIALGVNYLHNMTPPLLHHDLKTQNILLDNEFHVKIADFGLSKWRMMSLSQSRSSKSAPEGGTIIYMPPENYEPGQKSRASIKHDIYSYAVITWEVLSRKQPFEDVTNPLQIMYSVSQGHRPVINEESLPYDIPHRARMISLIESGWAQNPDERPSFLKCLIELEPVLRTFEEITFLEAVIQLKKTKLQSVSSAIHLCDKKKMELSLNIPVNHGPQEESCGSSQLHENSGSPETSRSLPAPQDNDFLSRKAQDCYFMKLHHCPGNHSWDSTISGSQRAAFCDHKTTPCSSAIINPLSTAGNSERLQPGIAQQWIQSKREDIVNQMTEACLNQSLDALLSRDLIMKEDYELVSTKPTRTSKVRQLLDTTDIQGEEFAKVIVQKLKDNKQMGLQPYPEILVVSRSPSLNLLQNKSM
TROY signal inh: inhibitors of TROY-driven NF-kB signaling, primary screen, Q293 LMP1-TROYcd cells, NF-kB luciferase, uHTS | Q293 LMP1-TROYcd NF-kB luciferase reporter, 4 h | inhibition, % at 10 µM | actives 0.98% (n = 360,000);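 active = compounds whose plate-normalised and pattern-corrected inhibition of the luciferase reporter signal at the single screening dose is 50% or more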
TLR9-MyD88 block: inhibitors of TLR9-MyD88 association in cells, primary screen, cell-based, CHO, BLA complementation, fluorescence; Toll-like receptor 9 (Homo sapiens) + Myeloid differentiation primary response protein …; CCF4 FRET ratio; inhibition, % at 4.98 µM; actives 0.21% (n = 340,000);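 active = inhibition above the mean over all tested compounds plus 3 SD, cut at about 21% in these data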;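 also: 0% = DMSO only wells and 100% = clavulanate BLA inhibitor control wells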
NCOA1 inh: SRC1 coactivator transcriptional activity inhibitors, primary screen, cell-based, luminescence. Nuclear receptor coactivator 1 (Homo sapiens), Q15788. HEK293 GAL4-SRC1 luciferase reporter. inhibition, % at 3.6 µM. actives 0.12% (n = 360,000). AID 588354, 2011;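 active = inhibition above the campaign mean plus 3 SD, with each screening campaign given its own cutoff, cut at about 60% in these data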;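 also: 0% = DMSO treated cells and 100% = gossypol at 36 µM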
Starred values were filed as active, the others as inactive. The list is partial; rates above refer to the full screens.

The first 2 entries, to show the layout:
COc1ccc(CNC(=O)/C=C/[C@H]2O[C@@H](n3ccc(=O)[nH]c3=O)[C@H](O)[C@@H]2O)cc1 was read as Vif imaging 4.0, TRAIL sens C8 -14.6, SRC3 inh 3.8, COUP-TFII inh 2.6, LRH-1 inv ag 26.7, SRC2 inh 4.8, NOD2-RIPK2 inh 4.6, TROY signal inh -5.3 and NCOA1 inh -4.9.
`CCOC(=O)C1=C(N)Oc2cc(C)oc(=O)c2C1c1cccnc1` (stereo not drawn) gave Vif imaging -20.3, TRAIL sens C8 -2.9, SRC3 inh 9.5, COUP-TFII inh 5.6, LRH-1 inv ag 2.1, EBV LMP1 NFkB -3.5, SRC2 inh -28.8, NOD2-RIPK2 inh -15.4, TROY signal inh -14.5, TLR9-MyD88 block -8.4 and NCOA1 inh -11.4.

All compounds of this part, from the first entry:
COc1ccc(CNC(=O)/C=C/[C@H]2O[C@@H](n3ccc(=O)[nH]c3=O)[C@H](O)[C@@H]2O)cc1 was read as Vif imaging 4.0, TRAIL sens C8 -14.6, SRC3 inh 3.8, COUP-TFII inh 2.6, LRH-1 inv ag 26.7, SRC2 inh 4.8, NOD2-RIPK2 inh 4.6, TROY signal inh -5.3 and NCOA1 inh -4.9.
`CCOC(=O)C1=C(N)Oc2cc(C)oc(=O)c2C1c1cccnc1` (stereo not drawn) gave Vif imaging -20.3, TRAIL sens C8 -2.9, SRC3 inh 9.5, COUP-TFII inh 5.6, LRH-1 inv ag 2.1, EBV LMP1 NFkB -3.5, SRC2 inh -28.8, NOD2-RIPK2 inh -15.4, TROY signal inh -14.5, TLR9-MyD88 block -8.4 and NCOA1 inh -11.4.
CC(C)C(C(=O)NCC1CCCO1)N(C(=O)CNS(=O)(=O)c1ccc(F)cc1)C1CCCCC1 (stereo not drawn) was read as Vif imaging 4.4, TRAIL sens C8 -7.6, SRC3 inh -10.9, COUP-TFII inh -0.5, LRH-1 inv ag -1.4, EBV LMP1 NFkB 1.0, SRC2 inh 3.8, NOD2-RIPK2 inh -4.1, TROY signal inh -12.6, TLR9-MyD88 block -4.0 and NCOA1 inh 7.0.
O=C(Cc1ccc(-c2ccccc2)cc1)Nc1ncccc1O was read as Vif imaging -14.1, TRAIL sens C8 7.3, SRC3 inh -48.3, COUP-TFII inh -34.5, LRH-1 inv ag -25.2, EBV LMP1 NFkB -0.8, SRC2 inh -58.1, NOD2-RIPK2 inh 1.6, TROY signal inh -36.0, TLR9-MyD88 block 9.1 and NCOA1 inh -55.3.
CCc1ccc(/C=N/N2CCN(c3ccccn3)CC2)cc1 was read as Vif imaging -10.6, TRAIL sens C8 -8.9, SRC3 inh -49.9, COUP-TFII inh -9.3, LRH-1 inv ag -28.3, EBV LMP1 NFkB -14.5, SRC2 inh -20.8, NOD2-RIPK2 inh -1.5, TROY signal inh -15.1, TLR9-MyD88 block 6.8 and NCOA1 inh -102.1.
O=C(NCc1cccs1)c1cnc(Cl)c(Cl)c1 was read as Vif imaging -0.1, TRAIL sens C8 5.2, SRC3 inh -1.6, COUP-TFII inh 2.1, LRH-1 inv ag -10.6, EBV LMP1 NFkB -1.5, SRC2 inh -0.9, NOD2-RIPK2 inh 1.8, TROY signal inh -40.4, TLR9-MyD88 block -1.9 and NCOA1 inh -41.4.
Screening O=C(N/N=C/c1ccc([N+](=O)[O-])o1)c1cc2c(ccc3ccccc32)o1 returned Vif imaging 2.4, TRAIL sens C8 -4.1, SRC3 inh -23.6, COUP-TFII inh -10.1, LRH-1 inv ag -9.3, EBV LMP1 NFkB -108.7, SRC2 inh -12.3, NOD2-RIPK2 inh -2.5, TROY signal inh 14.0, TLR9-MyD88 block 4.7 and NCOA1 inh -1.6.
`CN(Cc1ccccc1O)CC1CCCN(CCc2ccc(Cl)cc2)C1` (stereo not drawn) gave Vif imaging 13.5, TRAIL sens C8 0.3, SRC3 inh -21.2, COUP-TFII inh -10.4, LRH-1 inv ag 12.9, EBV LMP1 NFkB -17.4, SRC2 inh -9.5, NOD2-RIPK2 inh -16.0, TROY signal inh -12.6, TLR9-MyD88 block 2.6 and NCOA1 inh -10.8.
For CSc1ccc(NC(=O)N2CCC(C(=O)c3ccc(F)cc3)CC2)cc1 the results were Vif imaging -7.1, TRAIL sens C8 14.9, SRC3 inh 2.1, COUP-TFII inh 19.6, LRH-1 inv ag -6.8, EBV LMP1 NFkB 8.0, SRC2 inh -16.6, NOD2-RIPK2 inh -4.4, TROY signal inh -19.9, TLR9-MyD88 block -26.3 and NCOA1 inh -10.9.
`C=CCOC(=O)c1c(C)nc2cc3c(cc2c1C)OCO3` gave Vif imaging -4.5, TRAIL sens C8 7.8, SRC3 inh -24.7, COUP-TFII inh 5.0, LRH-1 inv ag -49.5, EBV LMP1 NFkB 11.7, SRC2 inh -16.4, NOD2-RIPK2 inh 3.8, TROY signal inh -53.3, TLR9-MyD88 block 12.8 and NCOA1 inh -9.8.
For O=C(c1sc2cc([N+](=O)[O-])ccc2c1Cl)N1CCOCC1 the results were Vif imaging -4.7, TRAIL sens C8 -0.6, SRC3 inh 8.8, COUP-TFII inh 15.5, LRH-1 inv ag 15.8, EBV LMP1 NFkB 60.8*, SRC2 inh 23.0, NOD2-RIPK2 inh 4.9, TROY signal inh -0.6, TLR9-MyD88 block -3.6 and NCOA1 inh -2.5.
`CC(=O)Nc1ccc(S(=O)(=O)N2CCc3ccccc3C2CC(=O)O)cc1` (stereo not drawn) gave Vif imaging 19.3, TRAIL sens C8 -16.6, SRC3 inh -1.8, COUP-TFII inh 2.5, LRH-1 inv ag 6.2, EBV LMP1 NFkB 3.6, SRC2 inh -6.1, NOD2-RIPK2 inh 4.0, TROY signal inh -4.9, TLR9-MyD88 block -0.4 and NCOA1 inh -3.7.
For Cc1ccccc1N1CC(C(=O)Nc2ccc(S(=O)(=O)N3CCOCC3)cc2)CC1=O (stereo not drawn) the results were Vif imaging 16.5, TRAIL sens C8 -15.1, SRC3 inh 0.9, COUP-TFII inh -12.9, LRH-1 inv ag 5.1, EBV LMP1 NFkB -8.0, SRC2 inh -12.1, NOD2-RIPK2 inh -2.8, TROY signal inh -18.5, TLR9-MyD88 block -4.2 and NCOA1 inh 13.0.
`COc1cc(Cl)c(S(=O)(=O)n2cnc(C)c2)cc1Cl` gave Vif imaging 2.4, TRAIL sens C8 -5.1, SRC3 inh -13.4, COUP-TFII inh 6.0, LRH-1 inv ag 6.2, EBV LMP1 NFkB -3.3, SRC2 inh 14.1, NOD2-RIPK2 inh -14.1, TROY signal inh 7.8, TLR9-MyD88 block -14.5 and NCOA1 inh -38.6.
`CC(C)C[C@H](NC(=O)c1nc[nH]c1C(=O)NCCCCCN)C(=O)OCc1ccccc1` gave Vif imaging -1.7, TRAIL sens C8 -12.5, SRC3 inh -13.1, COUP-TFII inh 3.4, LRH-1 inv ag -15.4, EBV LMP1 NFkB -0.6, SRC2 inh 1.2, NOD2-RIPK2 inh 3.5, TROY signal inh 3.2, TLR9-MyD88 block 2.3 and NCOA1 inh -2.6.
`Cc1sc2nc(SCC(=O)N3CCCCC3)[nH]c(=O)c2c1C` gave Vif imaging -5.4, TRAIL sens C8 20.3, SRC3 inh -13.0, COUP-TFII inh 9.8, LRH-1 inv ag -9.4, EBV LMP1 NFkB -4.3, SRC2 inh -16.6, NOD2-RIPK2 inh -6.1, TROY signal inh 28.8, TLR9-MyD88 block -3.7 and NCOA1 inh -20.0.
Screening O=C(Cc1ccc(NC(=O)C2CCCN(C(=O)CCc3ccccc3)C2)cc1)Nc1cccc(C(=O)N2CCCC2)c1 (stereo not drawn) returned Vif imaging -2.6, TRAIL sens C8 4.7, SRC3 inh -2.3, COUP-TFII inh 7.3, LRH-1 inv ag 9.2, EBV LMP1 NFkB 6.1, SRC2 inh 6.6, NOD2-RIPK2 inh -11.3, TROY signal inh 12.9, TLR9-MyD88 block 0.1 and NCOA1 inh 5.8.
For COc1ccccc1/C=C1/C(=O)N(c2ccc([N+](=O)[O-])cc2)N=C1C the results were Vif imaging 0.2, TRAIL sens C8 -8.0, SRC3 inh -6.7, COUP-TFII inh -10.7, LRH-1 inv ag -8.3, EBV LMP1 NFkB 4.1, SRC2 inh 4.0, NOD2-RIPK2 inh -1.4, TROY signal inh 26.8, TLR9-MyD88 block 6.7 and NCOA1 inh -10.4.
`O=C(COc1ccc(F)cc1)N1CCCCCCC1` gave Vif imaging 0.5, TRAIL sens C8 -5.2, SRC3 inh -9.7, COUP-TFII inh -13.8, LRH-1 inv ag -18.2, EBV LMP1 NFkB 3.7, SRC2 inh -38.3, NOD2-RIPK2 inh 9.7, TROY signal inh 1.7, TLR9-MyD88 block -6.2 and NCOA1 inh -3.9.
For O=S(=O)(NC(=NC1CCCC1)C(F)(F)F)c1ccccc1 the results were Vif imaging 18.3, TRAIL sens C8 -6.2, SRC3 inh -5.8, COUP-TFII inh -6.5, LRH-1 inv ag -8.9, EBV LMP1 NFkB 0.0, SRC2 inh -20.0, NOD2-RIPK2 inh 0.4, TROY signal inh 23.2, TLR9-MyD88 block -8.1 and NCOA1 inh 6.1.
CC(C)C1C(=O)NC(=S)N1S(=O)(=O)c1ccc(C(C)(C)C)cc1 (stereo not drawn) was read as Vif imaging -7.4, TRAIL sens C8 -14.3, SRC3 inh 18.5, COUP-TFII inh 14.2, LRH-1 inv ag 7.0, EBV LMP1 NFkB -1.5, SRC2 inh -2.2, NOD2-RIPK2 inh 0.6, TROY signal inh 10.8, TLR9-MyD88 block 7.4 and NCOA1 inh -3.8.
Screening CCC(=O)c1ccc(OCC(=O)OCC(=O)N2CCN(c3ccc(OC)cc3)CC2)cc1 returned Vif imaging -1.7, TRAIL sens C8 -15.5, SRC3 inh 6.2, COUP-TFII inh 11.1, LRH-1 inv ag 13.6, EBV LMP1 NFkB -2.3, SRC2 inh -26.2, NOD2-RIPK2 inh -2.4, TROY signal inh -17.4, TLR9-MyD88 block -2.6 and NCOA1 inh -11.0.
For Nc1nonc1-c1nc2ccccc2n1CC(=O)NC1CCCC1 the results were Vif imaging 50.2*, TRAIL sens C8 4.8, SRC3 inh 18.1, COUP-TFII inh 2.7, LRH-1 inv ag 14.6, EBV LMP1 NFkB 0.1, SRC2 inh 11.8, NOD2-RIPK2 inh 7.7, TROY signal inh -3.9, TLR9-MyD88 block 7.1 and NCOA1 inh -0.2.
Screening Cc1ccc(N2C(=S)NC3c4ccccc4OC2(C)C3C(=O)N(C)C)cc1 (stereo not drawn) returned Vif imaging 8.1, TRAIL sens C8 -4.9, SRC3 inh -6.0, COUP-TFII inh -13.3, LRH-1 inv ag 24.7, EBV LMP1 NFkB 7.0, SRC2 inh 7.2, NOD2-RIPK2 inh 13.3, TROY signal inh -21.1, TLR9-MyD88 block 2.4 and NCOA1 inh -4.2.

Screens (PubChem)
